Screening data from PubChem.
VEEV TC-83 Vero – inhibitors of VEEV TC-83 cytopathic effect, confirmation, Vero cells (AID 588727) | actives 0.13% (n = 350,000) | inhibition, % at 20 µM, or IC50 in µM where a hit was titrated | Vero cells, VEEV TC-83 cytopathic effect inhibition; higher % means a stronger effect; in the data active = a potency from the dose series; inconclusive = inhibition mostly from about 14% at the one dose, without a potency; inactive = the rest, 99 in 100 with inhibition below about 12%; also: strong numbers were not always called active
H1N1 NS1A inhibition – NS1A inhibition, H1N1 influenza, cell based functional assay (AID 504329); actives 0.3% (n = 340,000); inhibition, % at 12.5 µM, or IC50 in µM where a hit was titrated; NS1A functional cell-based assay, percent inhibition; higher % means a stronger effect; in the data active = a potency from the dose series; inconclusive = inhibition above about 27% without an active follow-up result; also: strong numbers were not always called active
tuberculosis growth – growth inhibition of non-replicating M. tuberculosis (AID 488890); Mycobacterium tuberculosis non-replicating, growth inhibition; higher % means a stronger effect; inhibition, % at 25 µM, or IC50 in µM where a hit was titrated; actives 0.39% (n = 320,000); in the data active = a potency from the dose series; inconclusive = inhibition mostly from about 82% at the one dose, without a potency; inactive = the rest, 99 in 100 with inhibition below about 76%;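 also: plate controls were DMSO cells for no effect and high antibiotic wells for full effect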
H37Rv inhibition – M. tuberculosis growth inhibition, HTS (AID 449762); actives 0.59% (n = 330,000); one-dose inhibition, % at 25 µM; IC50 in µM for titrated hits; M. tuberculosis H37Rv growth inhibition, 7H9 media; higher % means a stronger effect; in the data active = a potency from the dose series; inconclusive = inhibition above about 70% without an active follow-up result;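 also: bacterial growth assessed after seven days of incubation; strong numbers were not always called active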
PhoP GFP inhibition – PhoP regulon inhibitors, Salmonella typhi PhoP promoter GFP reporter, confirmatory (AID 1850); Salmonella Typhi PhoP-promoter GFP reporter, fluorescence, 4 h; higher % means a stronger effect; one-dose inhibition, % at 50 µM; IC50 in µM for titrated hits; actives 0.33% (n = 310,000); in the data active = a potency from the dose series; inconclusive = inhibition mostly from about 25% at the one dose, without a potency; inactive = the rest, 99 in 100 with inhibition below about 19%;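 also: 0% = induced wells with vehicle and 100% = uninduced wells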
VEEV TC-83 Vero 10K pilot screen – recorded beside VEEV TC-83 Vero, whose call it bears; inhibition, %; measured here: 10K pilot screen inhibition
* marks the source's active call; other numbers are inactive results; i = inactive; ? = inconclusive; . = not tested or not shown.

SMILES	VEEV TC-83 Vero	H1N1 NS1A inhibition	tuberculosis growth	H37Rv inhibition	PhoP GFP inhibition	others
CCCCn1cnc2c([nH]c3cc(OC)ccc32)c1=O	8.4%	-4%	7%	1%	3%	VEEV TC-83 Vero 10K pilot screen=2.1
CCc1ccccc1N(CC(=O)N1CCN(c2ccc(F)cc2)CC1)S(C)(=O)=O	i	2%	17%	9%	22%
CC(Oc1ccccc1)c1ccnc(N)n1 (stereo not given)	0.6%	4%	9%	1%	1%
O=C(COC(=O)c1ccccn1)Nc1ccccc1OC(F)F	1.1%	3%	11%	-5%	-9%
C=CCN(c1ccccc1)S(=O)(=O)c1cccc(C(=O)N2CCN(c3ncccn3)CC2)c1	0.1%	-3%	7%	-8%	.
CCN(C(=O)COC(=O)COc1ccc2c(C)cc(=O)oc2c1)C1CCS(=O)(=O)C1 (stereo not given)	1.4%	-1%	-9%	-3%	-8%
CC(C)CC(NS(=O)(=O)c1cccc(C(=O)O)c1)C(=O)O (stereo not given)	i	1%	11%	-2%	-4%
Cc1ccc(NC(=O)CN2C(=O)NC3(CCCCC3C)C2=O)cc1S(=O)(=O)N1CCCCC1 (stereo not given)	1.6%	6%	6%	5%	5%
CC1CCN(C(=S)Nc2ccc(F)cc2)CC1	8.5%	-3%	-10%	-5%	-9%
COc1cc(/C=N/NC(=O)C(N)=O)ccc1OC(=O)c1cccs1	0.1%	7%	.	-8%	-6%
CN(CCc1ccccn1)C(=O)CCC1CCCN(C(=O)NC2CCCCC2)C1 (stereo not given)	1.4%	-2%	-6%	0%	-4%
O=C(COc1ccccc1Cl)NCCNC(=O)c1cnccn1	i	11%	-4%	-13%	9%
COc1ccc(N2C(=O)C(Cl)=C(NCc3ccccc3)C2=O)cc1	7.7%	6%	60%	2%	-1%
O=C(O)C1C2C=CC(C2)C1C(=O)NCc1ccc(Cl)c(Cl)c1 (stereo not given)	3.4%	-2%	-1%	-3%	-5%
C/C(=N\NC(=O)Cn1cc([N+](=O)[O-])cn1)c1ccco1	i	9%	-9%	-1%	4%
O=C(Nc1ccc(N2CCOCC2)c(Cl)c1)c1ccc(F)cc1	11%	6%	-16%	-2%	-9%
O=C(NCC(=O)N(c1ccccc1)C(C(=O)NC1CCCCC1)c1cccnc1)c1ccco1 (stereo not given)	i	-9%	1%	-2%	2%
Cc1cc(CN(C)Cc2ccc(OCC(O)CN(C)Cc3ccccc3)cc2)on1 (stereo not given)	0.5%	-10%	-14%	9%	1%
CCCN(C(=O)Cc1coc2cc(C)c(C)cc12)c1c(N)n(Cc2ccccc2)c(=O)[nH]c1=O	7.3%	3%	15%	-4%	1%
CCc1ccc(NC(=O)C2CCC(CNC(=O)[C@@H]3Cc4ccccc4CN3)CC2)cc1 (stereo not given in full)	2.2%	1%	48%	10%	5%
Cn1c(=O)[nH]c(=O)c2c1nc(SCC(=O)O)n2CCc1ccccc1	2.4%	6%	-13%	1%	-8%
CCN(CC)C(=O)[C@H]1C[C@H](CC(=O)NCCCOC)C(=O)N2CCc3c([nH]c4cc(-c5ccco5)ccc34)[C@]12C	i	3%	.	.	.
Cc1ccc(NC(=S)NCc2cccs2)c(C)c1	0.6%	4%	64%	-8%	5%
COC(=O)c1ccc(NC(=S)NC2CC3CCC2C3)cc1 (stereo not given)	2.4%	-6%	?	?	-1%
CN(C(=O)CNC(=O)OCc1ccccc1)c1ccc(Br)cc1C(=O)c1ccccc1Cl	6.1%	1%	34%	-2%	-5%
COc1c(C)cc(C(=O)C2CCCN(S(=O)(=O)N(C)C)C2)cc1C (stereo not given)	3.1%	-3%	-1%	2%	5%
C/C(CC(=O)NCc1ccccc1)=N\NC(N)=S	0.7%	-6%	27%	?	1%
CC(C)(C)c1ccc(C(=O)c2c[nH]c(C(=O)NCc3ccco3)c2)cc1	4.4%	-2%	-6%	2%	3%
CC(C)(C)Cc1nnc(NC(=O)CCc2ccccc2)s1	0.9%	4%	-5%	6%	14%
O=C(N/C(=C\c1cccc(Br)c1)C(=O)N1CCOCC1)c1ccco1	i	4%	-2%	-2%	-7%
Cc1nn(CC(=O)NCc2ccc(OC(C)C)cc2)c(=O)c2cc3occc3n12	.	.	-3%	6%	-3%
N/C(=N/OC(=O)c1cccc([N+](=O)[O-])c1)c1cccc([N+](=O)[O-])c1	1.3%	12%	.	14%	-9%
CCCCc1ccc(NC(=O)CSc2nc(=O)n(CCCN3CCOCC3)c3c2CCC3)cc1	5.4%	0%	56%	-3%	1%
Cc1cc(NS(=O)(=O)c2ccc(NS(=O)(=O)c3ccc(CC(C)C)cc3)cc2)nc(C)n1	1.8%	-15%	24%	2%	-6%
CN1CCc2nc3sc(C(=O)NC4CC4)c(N)c3cc2C1	0.6%	-2%	11%	6%	-5%
C=C[C@@H]1c2ccccc2N(S(=O)(=O)c2ccc(C)cc2)[C@H](c2ccc(C(F)(F)F)cc2)C1(C#N)C#N	i	8%	-5%	-9%	.	VEEV TC-83 Vero 10K pilot screen=0.8

A draw from above in order of molecular weight, lowest first.
SMILES	VEEV TC-83 Vero	H1N1 NS1A inhibition	tuberculosis growth	H37Rv inhibition	PhoP GFP inhibition	others
N/C(=N/OC(=O)c1cccc([N+](=O)[O-])c1)c1cccc([N+](=O)[O-])c1	1.3%	12%	.	14%	-9%
COc1c(C)cc(C(=O)C2CCCN(S(=O)(=O)N(C)C)C2)cc1C (stereo not given)	3.1%	-3%	-1%	2%	5%
O=C(N/C(=C\c1cccc(Br)c1)C(=O)N1CCOCC1)c1ccco1	i	4%	-2%	-2%	-7%
Cc1cc(NS(=O)(=O)c2ccc(NS(=O)(=O)c3ccc(CC(C)C)cc3)cc2)nc(C)n1	1.8%	-15%	24%	2%	-6%
CCCCc1ccc(NC(=O)CSc2nc(=O)n(CCCN3CCOCC3)c3c2CCC3)cc1	5.4%	0%	56%	-3%	1%
CN(C(=O)CNC(=O)OCc1ccccc1)c1ccc(Br)cc1C(=O)c1ccccc1Cl	6.1%	1%	34%	-2%	-5%

Next records follow.
SMILES	VEEV TC-83 Vero	H1N1 NS1A inhibition	tuberculosis growth	H37Rv inhibition	PhoP GFP inhibition	others
COc1cc(C(=O)OCC(=O)Nc2c(F)cccc2F)cc(OC)c1C	1.2%	3%	-10%	3%	5%
COc1cc(O)c(C(=O)O)c(-c2cc(O)c(O)cc2C)c1	3.3%	7%	14%	1%	6%
Cc1ccccc1Cn1c(CN2CCN(c3ccc(F)cc3)CC2)nc2c1c(=O)n(C)c(=O)n2C	.	.	7%	-2%	-3%
CCOc1ccc(NC(=O)N(O)C2(C#N)CCCCC2)cc1	0.0%	-17%	.	.	.
CC(C)(C)NNC(=S)Nc1cccc(F)c1	0.1%	-8%	-10%	8%	4%
CC1CCN(S(=O)(=O)c2ccc(NC(=O)[C@@H]3CCCC[C@@H]3C(=O)O)cc2)CC1	1.8%	-5%	-12%	5%	3%
CCn1c(N2CCN(C(=O)/C=C/c3ccccc3)CC2)nc2ccccc21	1.4%	-3%	1%	6%	-6%
CCN1CCN(C(=O)Cn2ncc3ccsc3c2=O)CC1	0.3%	2%	-5%	0%	23%
O=C(O)/C=C\c1cccc(-n2nnnc2SCc2ccccc2F)c1	0.7%	19%	4%	-7%	2%
Cc1cc(C)n(CC2CC(=O)N(c3ccccc3)C2=O)n1 (stereo not given)	i	-13%	-8%	-8%	4%
CCOC(=O)c1ccc(NC(=O)Nc2c(C)nn(C)c2C)cc1	i	1%	3%	1%	-7%
C=Cn1cc[n+](CC(=O)c2ccc(C)cc2)c1	1.4%	8%	4%	0%	3%
O=C(NCCc1ccc(F)cc1)C(=O)NCC1CCCN1S(=O)(=O)c1cccs1 (stereo not given)	4.8%	0%	18%	14%	-8%
Cc1cc2nc3n(c2cc1C)CC1CC(C(=O)NCc2cccc(Br)c2)N(C)C31 (stereo not given)	1.2%	-3%	9%	1%	-4%
Cc1ccc(NS(=O)(=O)c2ccc(F)cc2)nc1	0.2%	0%	8%	5%	7%
Cc1ccccc1OCCN1C(=O)NC2(CCCc3ccccc32)C1=O (stereo not given)	2.5%	2%	-5%	4%	6%
O=C1CC[C@@H](CN(Cc2ccccc2)Cc2cn[nH]c2-c2cc3ccccc3o2)N1	4.9%	6%	17%	9%	-7%
COCCCNC(=S)NNC(=O)c1ccc(S(=O)(=O)N2CCC(C)CC2)cc1	1.0%	-2%	-7%	-6%	5%
C=CCOn1c(=O)c(-c2ccc(C)cc2)[n+]([O-])c2ccccc21	0.9%	-7%	-10%	-5%	6%
COc1cc(C(C)=O)ccc1OCC(=O)Nc1cc(Cl)ccc1-n1cncn1	9.9%	-5%	.	.	.
COc1ccc(NC(=O)CCSc2nc(C)cs2)cc1	3.4%	-4%	77%	1%	-4%
Cc1cc(OCC(=O)NNC(=O)c2cnccn2)cc(C)c1Cl	7.3%	-10%	.	.	.
CCOc1ccc2[nH]c(=O)c(CN(CCCO)S(=O)(=O)c3ccc(F)cc3)cc2c1	5.1%	-8%	21%	5%	-1%
CCc1cccc(C)c1NC(=O)CN1C(=O)NC(C)(CCC(C)C)C1=O (stereo not given)	0.3%	-1%	1%	5%	.

Next section (2 carried over from the part before).
SMILES	VEEV TC-83 Vero	H1N1 NS1A inhibition	tuberculosis growth	H37Rv inhibition	PhoP GFP inhibition	others
CCOc1ccc2[nH]c(=O)c(CN(CCCO)S(=O)(=O)c3ccc(F)cc3)cc2c1	5.1%	-8%	21%	5%	-1%
CCc1cccc(C)c1NC(=O)CN1C(=O)NC(C)(CCC(C)C)C1=O (stereo not given)	0.3%	-1%	1%	5%	.
COc1ccc([C@H]2[C@H](C(C)=O)N3N=Cc4ccccc4C3C23C(=O)OC(C)(C)OC3=O)cc1 (stereo not given in full)	2.4%	-10%	34%	-7%	0%
Cc1cccc(NC(=O)C2c3ccccc3Oc3ccccc32)n1	0.5%	6%	18%	10%	-4%
Cn1nc(C(F)(F)F)c(-c2cccc(C(F)(F)F)c2)c1NC(=O)c1nccnc1C(=O)O	i	.	-12%	3%	4%
O=C(O)CC1(CC(=O)Nc2ccc(F)cc2F)CCCCC1	4.5%	.	0%	-6%	6%
CCCNC(=O)c1nc(C)n(-c2cc(Cl)ccc2Cl)n1	1.2%	-7%	12%	3%	5%	VEEV TC-83 Vero 10K pilot screen=0.2
O=C(Nc1cccc(-n2cnnn2)c1)c1ccoc1COc1ccc(Cl)cc1	2.2%	-1%	6%	1%	3%
C=C(C1=CCN(S(=O)(=O)C(C)(C)C)[C@@H]1CCO)c1ccccc1	i	-1%	.	.	.
CNCCOc1ccccc1-c1ccccc1	i	11%	.	-7%	-4%
Cc1ccccc1-c1nc(-c2ccc(NC(=O)c3ccc4c(c3)OCO4)cc2)no1	7.5%	1%	2%	5%	-7%
COc1ccc(CCC(=O)NCc2ccccc2OC)cc1	i	22%	2%	1%	-3%
CC(=O)NS(=O)(=O)c1ccc(N=c2ssc3c2-c2cc(C)ccc2NC3(C)C)cc1	0.6%	2%	16%	-10%	5%
CCN(CC)S(=O)(=O)c1ccc(C(=O)Nc2nnc(C(C)C)s2)cc1	3.5%	-18%	15%	6%	1%
CC1CCCCN1C(=O)COC(=O)c1n[nH]c2ccccc12 (stereo not given)	1.6%	9%	-4%	4%	0%
COc1ccc2nc(-n3c(C)ccc3C)sc2c1	0.4%	4%	12%	-6%	-14%
COc1ccc(/C(O)=C2\C(=O)C(=O)N(c3cc(C)on3)C2c2cccc(OC)c2OC)cc1C (stereo not given)	i	-17%	8%	-6%	15%
CCCNC(=O)c1onc(CSc2ccc(F)cc2)c1C(=O)NCCC	1.5%	1%	-14%	-4%	2%
CN(c1ccccc1)S(=O)(=O)c1cccc(C(=O)NCC(=O)Nc2ccc(F)c(F)c2F)c1	0.9%	-6%	16%	-2%	.
Cc1ccc(CNC(=O)C2CCCN(c3nc4ccccc4o3)C2)cc1 (stereo not given)	1.8%	22%	.	-8%	.
CCOc1ccc(Br)cc1C(=O)N/N=C/c1ccccn1	3.5%	-8%	?	14%	-12%
COc1ccccc1NC(=O)C(=O)N/N=C(\C)CC(=O)Nc1ccccn1	1.9%	8%	-2%	7%	3%
CC(C)N(C)Cc1cn(C)nc1-c1ccc(Oc2ccccc2)cc1	i	-9%	3%	-6%	4%
O=C1CCC(=O)N(O)CCCCCNC(=O)CCC(=O)N(O)CCCCCNC(=O)CCC(=O)N(O)CCCCCN1	0.4%	-7%	-17%	-7%	3%
Cc1c(/C(Cc2ccccc2)=N/O)c2ccccc2n1C	0.9%	12%	13%	6%	-16%	VEEV TC-83 Vero 10K pilot screen=1.1
Cc1c(/C=N/n2cnnc2)c2ccccc2n1CCOc1ccc(Cl)cc1	0.8%	3%	-1%	7%	2%	VEEV TC-83 Vero 10K pilot screen=0.8
COc1cc(C=C(c2nc3ccccc3s2)c2nc3ccccc3s2)ccc1O	8.9%	9%	39%	6%	-7%

The order is random; any-hit rate near 1.5%.
